# From PubChem BioAssay
# CIT2 TOR yeast: modulators of CIT2-GFP expression in yeast, primary screen, S. cerevisiae, GFP fusion, multiplex flow cytometry, MLPCN library. GFP response vs DMSO, % at 10 µM. S. cerevisiae CIT2-GFP strain, 3 h; 100 means same as DMSO wells. actives 0.065% (n = 320,000);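 active = GFP response relative to DMSO above a set limit, near the screen mean plus 3 SD, cut at about 150% in these data; inconclusive = Fewer than 70 cells measured for a yeast strain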;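 also: ratio of well median GFP fluorescence to mean of DMSO wells on the plate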
# MEX-5 binding: MEX-5 zinc finger RNA-binding disruptors – biochemical, C. elegans, fluorescence polarization, MLPCN library, primary screen. actives 0.38% (n = 300,000). activity score (negative = inhibition of binding), % at 10 µM. MEX-5/FITC-TCR2 RNA binding; hits give low values;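 active = inhibition past about -25% in most replicates, and total fluorescence under double the plate's negative control median, limit read from the data; inconclusive = replicates evenly split on the limit, or fluorescence at least double controls; inactive = too little inhibition in most replicates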;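 also: 0% = DMSO and -100% = 5 µM competing unlabeled TCR2 RNA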
# GRK2 aptamer HTS: compounds blocking aptamer binding on GRK2 – biochemical, human GRK2, bead flow cytometry, HTS, primary screen. Beta-adrenergic receptor kinase 1 (Homo sapiens), P25098. FAM-aptamer displacement from GRK2. inhibition of aptamer binding, % at 10 µM. actives 0.59% (n = 330,000). AID 488847, 2010;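 active = inhibition of aptamer binding above 40%, roughly 3 SD of noise, on plates passing a quality check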;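 also: median bead fluorescence of bound FAM aptamer so fluorescent compounds give negative values; no value below 0 was filed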
# Bcl-xL primary: inhibitors of human Bcl-xL, primary screen, biochemical, fluorescence polarization, HTS; Bcl-2-like protein 1 (Homo sapiens), Q07817; GST-Bcl-xL / FITC-Bim BH3 peptide fluorescence polarization; inhibition, % at 10.9 µM; actives 0.7% (n = 320,000);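 active = inhibition above the mean of all tested compounds plus 3 SD, cutoff set per campaign, cut at about 30% in these data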;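 also: 0% = DMSO wells and 100% = unlabeled Bim-BH3 peptide competitor; inhibitors lower millipolarization by displacing the labeled peptide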
# Yeast superoxide: reduction of superoxide in aged yeast, primary screen, HTS; S. cerevisiae aged cells, superoxide DHE fluorescence; hits give low values; superoxide response (% of plate mean), % at 10 µM; actives 0.18% (n = 330,000);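 active = superoxide response under a set limit, about three screen SD below normal, cut at about 65% in these data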;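 also: yeast aged for seven days with compound at 30 °C before DHE staining; 100% = average MFI of all compound-treated wells on the plate with controls excluded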
# AGP1-GFP MLPCN: modulators of AGP1-GFP expression in yeast TOR pathway, primary screen, cell-based, multiplex flow cytometry, S. cerevisiae, MLPCN library. GFP response vs DMSO, % at 10 µM. actives 0.02% (n = 320,000). 3 h; GFP as percent of DMSO wells;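 active = GFP response relative to DMSO above a set limit, near screen average plus 3 SD, cut at about 150% in these data; inconclusive = fewer than 70 cells counted for the yeast strain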;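 also: median GFP channel fluorescence of the gated AGP1 strain per well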
# MCL1-BIM inh: inhibitors of MCL1 binding to BIM-BH3, primary screen, biochemical, fluorescence polarization. GST-MCL1 / FITC-Bim-BH3 fluorescence polarization. inhibition, % at 10.9 µM. actives 0.68% (n = 320,000);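 active = inhibition above the mean inhibition of all tested compounds plus 3 SD, set per campaign, cut at about 40% in these data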;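 also: 0% = DMSO wells and 100% = unlabeled Bim-BH3 peptide control; higher means more loss of mP so more displacement of Bim peptide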
# GLD-1 RNA inh: GLD-1/TGE RNA complex disruptors, primary screen, biochemical, fluorescence polarization. Female germline-specific tumor suppressor gld-1 (Caenorhabditis elegans), Q17339. purified GLD-1 + fluorescein TGE RNA. inhibition, % at 5.96 µM. actives 0.44% (n = 320,000);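 active = percent inhibition above a per-plate cutoff, the plate mean of test compounds plus 3 SD, cut at about 30% in these data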;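 also: 0% = DMSO wells with GLD-1 and probe and 100% = wells lacking GLD-1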
# VLA-4 inh: inhibition in human VLA-4 binding assay, primary screen, VLA-4 allosteric modulator project, MLPCN library, flow cytometry, VLA-4 expressing cells. ligand binding flow cytometry. inhibition, % (about 7 µM as worked out from the volumes in the protocol). actives 0.2% (n = 330,000); in the data active = inhibition above about 50%
# Target sequence (P13612 whole entry, looked up): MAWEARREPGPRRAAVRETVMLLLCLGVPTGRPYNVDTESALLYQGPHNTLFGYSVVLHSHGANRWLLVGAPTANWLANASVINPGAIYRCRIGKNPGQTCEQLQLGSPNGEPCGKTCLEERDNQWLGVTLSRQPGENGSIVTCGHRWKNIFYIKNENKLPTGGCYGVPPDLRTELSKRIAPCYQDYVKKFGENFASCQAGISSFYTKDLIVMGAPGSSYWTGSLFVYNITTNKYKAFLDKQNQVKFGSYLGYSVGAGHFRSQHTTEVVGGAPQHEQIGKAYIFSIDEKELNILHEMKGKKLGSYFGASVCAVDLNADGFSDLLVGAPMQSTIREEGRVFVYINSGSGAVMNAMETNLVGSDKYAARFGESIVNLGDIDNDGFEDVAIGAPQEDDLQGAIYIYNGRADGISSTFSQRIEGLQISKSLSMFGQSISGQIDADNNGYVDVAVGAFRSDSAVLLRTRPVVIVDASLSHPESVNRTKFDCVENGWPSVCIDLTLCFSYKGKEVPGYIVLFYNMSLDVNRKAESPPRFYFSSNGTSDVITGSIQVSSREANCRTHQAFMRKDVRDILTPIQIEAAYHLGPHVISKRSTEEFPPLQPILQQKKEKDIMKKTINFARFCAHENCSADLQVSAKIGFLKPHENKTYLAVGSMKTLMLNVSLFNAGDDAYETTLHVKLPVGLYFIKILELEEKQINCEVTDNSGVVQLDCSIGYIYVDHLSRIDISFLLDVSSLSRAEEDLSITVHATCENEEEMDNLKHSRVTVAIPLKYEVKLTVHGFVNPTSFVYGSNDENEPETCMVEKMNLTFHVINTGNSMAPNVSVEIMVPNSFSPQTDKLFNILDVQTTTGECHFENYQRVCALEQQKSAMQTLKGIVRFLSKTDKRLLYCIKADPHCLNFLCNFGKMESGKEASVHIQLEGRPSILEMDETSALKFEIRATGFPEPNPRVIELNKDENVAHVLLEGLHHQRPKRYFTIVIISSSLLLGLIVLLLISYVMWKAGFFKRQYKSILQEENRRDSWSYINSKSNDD
# Starred values were filed as active, the others as inactive; ? = inconclusive; / = no result given; + = active, no number.
SMILES,CIT2 TOR yeast,MEX-5 binding,GRK2 aptamer HTS,Bcl-xL primary,Yeast superoxide,AGP1-GFP MLPCN,MCL1-BIM inh,GLD-1 RNA inh,VLA-4 inh
COCCn1nnnc1C(C(C)C)N1CCCC(C)C1 (centres undefined),96,1.0,0,5,85,93,2,3,-2
C/C(=N\NC(=O)c1ccc(Cl)cc1)c1ccc2[nH]ccc2c1,100,2.1,0,4,95,98,0,1,10
CCCOc1ccc(-c2c(C(=O)N/N=C/c3ccccc3)nnn2-c2nonc2N)cc1,95,-2.4,0,-1,94,101,0,-4,-7
COc1ccc(-n2nc(C(=O)NCC(=O)NCCCN3CCN(C)CC3)c3ccccc3c2=O)cc1,106,0.8,4,1,106,105,2,-3,24
CC1(CCc2ccccc2)NC(=O)N(CC(=O)Nc2ccc3c(c2)OCCO3)C1=O (centres undefined),109,-5.4,5,-5,109,115,-4,4,-3
CC(=O)/C(N)=N/Nc1cccc(Cl)c1,95,-0.3,0,0,97,87,-4,3,-111
O=c1c2c(nc3cc(-c4ccccc4Cl)[nH]n13)CCS2,110,-5.1,0,2,92,99,11,7,-4
CCN1CCN(Cc2c(OC)ccc3ccccc23)CC1,103,-3.0,2,-1,83,107,2,6,5
CC1C(c2ccccc2)N(C)CCC12NC(=O)NC2=O (centres undefined),89,-0.3,0,-3,112,93,6,1,4
NC(=O)COc1ccc(Nc2nnc(-c3ccc(O)cc3)c3ccccc23)cc1,105,-2.1,0,6,90,104,2,-2,-16
CCCCn1c(N)c(N(Cc2ccccc2OC)C(=O)c2ccc(N3CCCC3=O)cc2)c(=O)[nH]c1=O,94,-3.3,1,-7,97,100,-7,3,0
O=C(NCC(c1ccc(F)cc1)N1CCOCC1)c1cc(F)c(F)c(F)c1F (centres undefined),171*,0.0,1,4,101,78,2,1,0
CCOC(=O)C(CSCC(=O)c1ccc(Br)cc1)NC(=O)OC(C)(C)C (centres undefined),88,-1.4,0,1,94,93,-1,6,12
Cc1cc(C)n2nc(C(=O)Nc3cc(S(=O)(=O)N4CCCCC4)ccc3C)nc2n1,93,/,0,/,99,99,/,10,6
COCCN(CC(=O)NCC1CCCO1)C(=O)CCC(=O)Nc1cc(C)ccn1 (centres undefined),82,1.8,0,6,101,97,9,4,4
Cc1cc(C(F)F)n2nc(C(=O)Nc3cccc(C(F)(F)F)c3)nc2n1,95,-0.5,2,9,83,92,6,1,8
O=C(CCCc1ccccc1)Nc1ccnn1C1CCN(Cc2ccc(Cl)cc2)CC1,98,1.0,3,9,106,90,1,-1,-6
CCOc1cccc(Oc2ccc(C(F)(F)F)cn2)c1,90,0.8,0,-2,103,94,-2,13,6
O=C(Cn1nc(-c2ccccc2)oc1=O)OCC(=O)c1ccccc1,102,/,0,/,89,97,/,1,3
CC(=O)NS(=O)(=O)c1ccccc1,104,-4.0,1,7,95,106,-4,4,13
c1cc[n+](CCCC[n+]2ccccc2)cc1,104,0.3,0,-1,100,89,2,-2,17
CCOC(=O)N1CCN(CC(=O)Nc2ccc(Oc3ccccc3)cc2)CC1,93,-0.8,0,6,95,98,9,-2,1
C=CCN(CC(=O)Nc1c(C)cccc1CC)C(=O)SCCC,106,2.5,0,-8,106,103,-5,-7,17
CNc1cc(C(F)(F)F)nc(-c2ccccn2)n1,104,-1.1,2,-2,100,102,5,9,19
COC(=O)Cc1c(O)ccn(Cc2ccc3c(c2)OCO3)c1=O,88,-1.4,0,-2,90,93,-5,-3,-7
COc1ccc(OC(=O)NCCc2ccccc2)cc1,99,0.0,1,3,101,106,3,3,8
CCOc1ccccc1OCc1nn2c(-c3ccc(C)cc3)nnc2s1,/,-1.0,2,-3,112,89,-7,1,12
CCc1c(C)[nH]c2ccccc2c1=O,101,/,1,6,90,103,2,2,10
S=C(Nc1ccc(Br)cc1Cl)N1CCCC1,98,1.2,0,1,89,101,6,2,-3
CSc1nc2c(c(=O)[nH]1)C(c1ccc(C(F)(F)F)cc1)CC(=O)N2 (centres undefined),106,1.0,3,10,100,100,8,0,12
CC(C)(C)n1ncc2c(=O)n(Cc3cccc(Cn4cnc5c(cnn5C(C)(C)C)c4=O)c3F)cnc21,102,/,0,/,97,100,/,10,-1
O=C(CCCNC(=O)/C(=C/c1ccc(Br)cc1)NC(=O)c1ccccc1)OCc1ccccc1,106,1.1,1,-1,89,107,12,5,8
Cc1ccc(NC(=O)C2CCN(c3cnccn3)CC2)cc1,103,-0.6,1,4,104,84,-2,3,10
COc1cccc(-n2nnnc2SCC(=O)Nc2ccc(C(C)=O)cc2)c1,100,1.4,0,-2,99,99,1,-6,30
CC(C)c1ccc(/C=C/C2=NNC(=O)CC2)cc1,88,0.7,0,6,97,91,-3,2,-10
COc1ccc([N+](=O)[O-])cc1NC(=O)Cc1noc2ccc(C)cc12,98,-0.7,3,3,98,88,5,1,0
Cc1ccc(NC(=O)COC(=O)Cc2ccsc2)cc1S(=O)(=O)N1CCOCC1,101,1.1,4,7,94,108,11,9,8
COCC(C)n1c(SCC(=O)Nc2ccc3c(c2)OCCO3)nc2ccccc2c1=O (centres undefined),88,/,0,-3,112,93,-1,2,10
Cc1cccc(NC(=O)C2CC(=O)OC23CCCCC3)c1 (centres undefined),96,1.7,5,2,99,/,2,6,7
O=C(Nc1ccc(OC(F)(F)C(F)F)c(NC(=O)c2ccc(F)cc2)c1)c1ccc(F)cc1,91,-0.2,0,1,115,99,-3,-3,-15
CCN(C(=O)c1ccc(Cl)c(S(=O)(=O)Nc2c(C)n(C)n(-c3ccccc3)c2=O)c1)c1ccccc1,95,/,0,/,95,100,/,-3,1
O=[n+]1c2c(n([O-])c3cc(F)c(N4CCCC4)cc31)CCCC2,?,?,4,181*,120,?,+,145*,-4
O=C(N/N=C/c1cccc(Br)c1)c1ccc(N2CCCC2=O)cc1,102,0.1,0,-1,105,101,5,-6,2
CCOC(=O)N1CCN(C(=O)CSc2nnc(C3COc4ccccc4O3)o2)CC1 (centres undefined),95,0.7,3,4,108,99,0,3,-1
COc1ccc(S(=O)(=O)N2CCC(C(N)=O)(N3CCCCC3)CC2)cc1,93,-2.2,0,-3,100,105,-3,-1,0
CC(=O)c1ccccc1NC(=O)COC(=O)c1cc(C)oc1C,106,/,0,-1,101,103,0,-4,-17
COc1cccc(-n2ccnc2SCC(=O)N2CCCc3ccccc32)c1,100,1.4,1,1,115,103,-6,8,-14
Cc1oc(C(=O)O)cc1CSCc1ccoc1C(=O)O,103,-0.4,7,11,102,103,7,1,-6
C=CCN(CC=C)CC(=O)Nc1cccc(Oc2cnccn2)c1,108,-0.1,0,2,112,104,-1,1,-1
CC(C)N1CCN(Cc2nc3c(s2)CCCC3)CC1CCO (centres undefined),107,1.1,1,2,91,35,4,-3,-7
Cc1ccc2c(c1)C(c1ccccc1)N(C(=O)c1c(F)cccc1Cl)CC(=O)N2 (centres undefined),91,1.1,2,4,95,94,7,8,9
COCCOC1CCN(Cc2cn(Cc3ccccc3)nc2-c2cc3ccccc3o2)CC1,100,0.8,0,0,108,101,2,-3,4
CCOc1ccc(CC2CCC(=O)NC2=O)cc1 (centres undefined),106,0.6,0,5,91,111,-2,7,-6
Cc1cccc(/C=C2/C(=O)/C(=C/c3ccccc3C)C3CCC2N3C)c1 (centres undefined),106,-0.8,4,-3,96,106,0,3,12
COc1ccccc1-n1cnc2sc(C)c(C)c2c1=O,99,2.4,0,2,106,98,8,-2,-1
COc1ccc(-c2noc(N3CCC(C(=O)Nc4ccccc4Cl)CC3)n2)cc1,113,0.8,0,7,89,107,5,-4,-15
COc1ccccc1C(=O)NC(=Nc1nc2ccccc2o1)NC(=O)c1ccccc1OC,/,-1.0,20,-1,119,89,-4,-4,10
COC(=O)COc1ccc(S(=O)(=O)NCc2cccnc2)cc1,105,0.8,0,9,102,103,5,4,-15
Cc1ccc(-c2cc(C(=O)O)c3ccccc3n2)c(C)c1,102,1.1,2,0,109,101,-4,10,-32
O=C(c1ccc(F)cc1)N1CCC(c2ccccc2)C1 (centres undefined),89,-1.0,11,-3,109,104,-6,5,7

# Next section:
SMILES,CIT2 TOR yeast,MEX-5 binding,GRK2 aptamer HTS,Bcl-xL primary,Yeast superoxide,AGP1-GFP MLPCN,MCL1-BIM inh,GLD-1 RNA inh,VLA-4 inh
CCc1ccc(CN(C)C(=O)CCc2nc3ccccc3n(-c3ccc(OC)cc3)c2=O)cc1,102,-4.4,2,3,95,99,-6,4,-6
Cc1sc2ncnc(Oc3ccc(-n4ccnc4)cc3)c2c1C,91,-2.8,5,-1,101,92,-1,-2,-3
Cc1ccc(C(=O)OCC(=O)Nc2ncc(C(F)(F)F)cc2Cl)cc1NC(=O)c1ccco1,/,-1.1,0,2,107,92,-3,-7,0
COc1ccc(-c2cn(-c3ccc(Cl)cc3)c3[n+]2CCCCC3)cc1,104,-0.2,3,10,93,108,3,-2,-2
Cc1ccc2c(c1)NC(=O)C(CC(=O)NCCN(CC(C)C)CC(C)C)O2 (centres undefined),104,-3.7,0,0,90,104,2,1,9
COc1ccc(C(CC(=O)NCc2ccccc2)Sc2n[nH]c(-c3ccc(Cl)cc3)n2)cc1 (centres undefined),102,3.5,0,-6,104,94,-17,-2,2
CN(C)S(=O)(=O)c1ccc2[nH]cc(/C=C/c3nc4ccccc4c(=O)n3-c3ccccc3)c2c1,101,-2.8,0,-1,102,99,-2,-3,16
CC(NC(=O)c1cccc(C(F)(F)F)c1)C(c1ccccc1)N1CCOCC1 (centres undefined),/,-0.1,2,0,93,100,-7,3,15
CCOC(=O)C1=C(CSc2nccn2C)NC(=O)NC1c1cc(C)ccc1C (centres undefined),100,2.3,1,3,94,105,5,8,-1
O=C1C=C(Nc2ccc(O)cc2)C(=O)c2ccccc21,108,-2.7,0,9,147,105,4,2,0
COc1ccc(OC)c(NC(=O)CN(C)S(=O)(=O)c2ccc(Cl)cc2)c1,94,-1.2,4,8,102,100,0,0,-1
O=c1c2cc(F)ccc2[nH]c(=S)n1CCCN1CCOCC1,102,-1.3,0,-3,105,103,0,-8,7
COc1ccccc1/C=C/C=C(\C#N)C(=O)NC(C)c1ccccc1 (centres undefined),100,-1.8,0,4,93,99,-2,5,-5
COc1ccc(CNC(=O)CN(Cc2cccs2)C(=O)CCC(=O)Nc2ccccn2)cc1,103,/,0,4,100,106,-1,-1,9

# Some entries already given, reduced to GLD-1 RNA inh:
SMILES | GLD-1 RNA inh
CC(NC(=O)c1cccc(C(F)(F)F)c1)C(c1ccccc1)N1CCOCC1 (centres undefined) | 3
CCOC(=O)C1=C(CSc2nccn2C)NC(=O)NC1c1cc(C)ccc1C (centres undefined) | 8
O=C1C=C(Nc2ccc(O)cc2)C(=O)c2ccccc21 | 2
